# Autofluor 339: intrinsic fluorescence of library compounds, ex339/em460 – biochemical, MLSMR library, data from DPM-DC assay, artefact control, profiling panel | compound autofluorescence, ex339/em460 nm, NADH buffer; active compounds read high; 1 = no-compound wells, NADH background | fluorescence fold increase at 10 µM | actives 5.5% (n = 65,000) | AID 709;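 active = at 10 µM, mean starting fluorescence two-fold or more over control wells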;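 also: signal is the first read of a kinetic run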
# Abs 340nm: compounds absorbing at 340 nm; AID 708; 65,000 tested, under 10 active; compound absorbance at 340 nm, fold over control; fold change at 10 µM;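 active = at 10 µM dose, initial 340 nm absorbance at least 2 fold that of control wells; inactive = change under 2 fold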;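 also: initial absorbance extrapolated from kinetic A340 decline of NADH oxidation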
# TNAP act DEA: activates human TNAP at intermediate phosphate acceptor concentration; P05186; purified TNAP, CDP-star luminescence, 100 mM DEA, 30 min; active compounds read high; scale: 0 levamisole-inhibited, 1 vehicle-only enzyme; activation factor at 20 µM; 64,000 tested, under 10 active;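 active = activation factor of at least 2 at 20 µM, relative to controls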
# Target sequence (P05186 whole entry, looked up): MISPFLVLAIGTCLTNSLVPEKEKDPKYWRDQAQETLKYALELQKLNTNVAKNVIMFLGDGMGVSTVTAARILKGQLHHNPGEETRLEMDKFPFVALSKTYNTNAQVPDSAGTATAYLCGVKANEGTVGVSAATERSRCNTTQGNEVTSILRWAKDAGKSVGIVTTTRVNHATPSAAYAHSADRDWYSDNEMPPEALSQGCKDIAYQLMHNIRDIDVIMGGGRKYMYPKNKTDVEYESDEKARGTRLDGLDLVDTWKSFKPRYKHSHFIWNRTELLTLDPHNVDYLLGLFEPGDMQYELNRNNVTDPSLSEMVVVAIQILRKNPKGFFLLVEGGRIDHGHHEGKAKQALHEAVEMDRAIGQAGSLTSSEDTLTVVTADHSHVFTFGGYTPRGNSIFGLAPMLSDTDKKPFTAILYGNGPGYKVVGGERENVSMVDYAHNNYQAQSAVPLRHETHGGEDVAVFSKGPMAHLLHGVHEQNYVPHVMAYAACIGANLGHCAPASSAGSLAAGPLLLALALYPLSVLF
# HTR1A agonist: agonists of human 5-HT1a serotonin receptor. P08908. CHO 5-HT1a Ga15 NFAT-bla reporter, FRET ratio; 0% basal, 100% maximal reference agonist. activation, % at 10 µM. actives 0.56% (n = 65,000);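 active = activation above the screen-wide mean activation plus 3 SD, cut at about 19% in these data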;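 also: 0% = DMSO wells and 100% = 5-CT at EC100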
# SF-1 act: activates the human nuclear receptor SF-1. CHO-K1 Gal4-SF-1 LBD luciferase reporter; % increase over DMSO SF-1-specific signal. activation, % at 10 µM. actives 1.9% (n = 65,000);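 active = activation above the mean activation of all tested compounds plus 3 SD, cut at about 50% in these data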
#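 Assay system: CHO-K1 cells co-transfected with Gal4 DBD–human SF-1 LBD, 5xGal4 luciferase reporter; doses: 10 µM only; incubation: 20 h compound exposure at 37 °C after 1 h cell settling; signal: luciferase light emission; evaluation: percent activation versus DMSO; repeats: one test per compound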
# RORa activator: activates the human nuclear receptor RORA. actives 1.5% (n = 65,000). P35398. activation, % at 10 µM. AID 560. CHO-K1 Gal4-RORA LBD luciferase reporter, luminescence; percent increase over mock-subtracted basal signal;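 active = activation above the mean of all tested compounds plus 3 SD, cut at about 49% in these data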;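 also: 0% = DMSO-treated RORA cells and 100% = added signal equal to DMSO minus mock-transfected cells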
# Target sequence (P35398 whole entry, looked up, the tested form may be a part): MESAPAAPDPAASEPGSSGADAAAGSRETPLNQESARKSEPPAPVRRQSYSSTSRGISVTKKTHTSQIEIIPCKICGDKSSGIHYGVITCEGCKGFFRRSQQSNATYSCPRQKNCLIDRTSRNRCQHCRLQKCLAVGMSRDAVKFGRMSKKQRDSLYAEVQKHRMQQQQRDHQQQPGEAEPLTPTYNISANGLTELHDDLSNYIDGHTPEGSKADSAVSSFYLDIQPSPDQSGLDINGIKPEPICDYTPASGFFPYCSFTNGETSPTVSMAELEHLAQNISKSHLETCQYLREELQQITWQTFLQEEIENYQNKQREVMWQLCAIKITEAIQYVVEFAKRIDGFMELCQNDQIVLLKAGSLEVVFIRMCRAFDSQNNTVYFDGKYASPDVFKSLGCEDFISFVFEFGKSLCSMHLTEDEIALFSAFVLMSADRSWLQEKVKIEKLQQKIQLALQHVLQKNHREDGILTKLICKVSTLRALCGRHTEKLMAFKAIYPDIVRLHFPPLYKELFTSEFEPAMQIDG
# NADH coupling: blocks coupling enzymes of NAD/NADH assays; IC50, µM (series often up to 10 µM), for inactives: top-dose inhibition; AID 774; coupled PK/LDH NADH assays, four targets; actives 0.02% (n = 65,000);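 active = single-dose screening hits from any of four coupled enzyme assays that gave an IC50 when retested across doses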;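 also: the DPM-DC format reads NADH fluorescence rather than 340 nm absorbance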
# MMP-13 inhibitor: blocks human MMP13 activity. actives 0.07% (n = 65,000). P45452. inhibition, % at 4 µM. MMP-13 fTHP FRET cleavage, Mca fluorescence;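 active = inhibition above the mean of compound-free control plate wells plus 3 SD, cut at about 14% in these data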;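 also: 0% = DMSO wells and 100% = wells with reference MMP-13 inhibitor after basal subtraction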
# 5-HT1A blocker: antagonists of human 5-HT1a serotonin receptor. CHO 5-HT1a Ga15 NFAT-bla reporter, antagonist mode. inhibition, % at 10 µM. actives 0.68% (n = 62,000). AID 612;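 active = inhibition above the mean of all tested compounds plus 3 SD, cut at about 43% in these data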;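 also: receptor stimulated by 5-CT agonist at 100 nM near EC80; beta-lactamase reporter measured by ratiometric fluorescence of a cleavable substrate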
# * marks the source's active call; other numbers are inactive results; x = no result given; [ ] = remark or other dose.
SMILES,Autofluor 339,Abs 340nm,TNAP act DEA,HTR1A agonist,SF-1 act,RORa activator,NADH coupling,MMP-13 inhibitor,5-HT1A blocker
CCn1cc(C(=O)NCCCOC)c(=O)c2cc(S(=O)(=O)N(C)C)ccc21,1,1,0.9,-1.4,-10,11,2%,-1,-6
Cc1cc2ccccc2c(=O)n1CC(=O)Nc1ccc2c(c1)OCCO2,1.5,1,0.9,-1.7,-4,-28,6%,-5,-2
COc1ccc(C(CNC(=O)c2ccc(-n3cnnn3)cc2)N2CCOCC2)cc1 (configuration not stated),1.1,1,1,0.6,-18,12,4%,-2,-6
O=C(CN1CCN(C(=O)c2cccc(F)c2)CC1)NC1CCCCC1,1,0.99,1,-2.8,-10,3,5%,-15,-5
O=C(Cn1nnc(-c2cc(Cl)ccc2-n2cnnn2)n1)N1CCCc2ccccc21,1.1,0.97,0.9,-0.4,-7,-10,2%,7,10
O=C(Nc1ccc2c(c1)OCCO2)NC1(C(F)(F)F)Oc2ccccc2O1,1.1,1.1,0.9,-0.4,12,-23,6%,7,24
CCOC(=O)C1CCN(Cc2ccc(N(C)C)cc2)CC1,1.1,1.1,0.9,-0.3,0,-11,14%,4,14
O=C(CSc1ccc(Cl)cc1)Nn1cnnc1,1.1,0.97,0.9,-4.9,-10,11,3%,2,5
c1ccc(CNc2c3c(nc4ncnn24)CCCC3)nc1,1.1,1,1.5,0.6,-10,4,0%,0,-12
Cc1cc(C)c2c(CC(=O)Nc3ccc(Cl)cn3)coc2c1,1.1,1,0.9,-2.1,-21,-10,6%,0,8
Nn1c(COc2ccccc2)nnc1SC(F)F,1.1,1,1,-1.1,0,-7,5%,3,-4
CC(Sc1nnc(N)s1)c1ccccc1Cl (configuration not stated),1.1,1,0.9,-2.3,6,1,5%,-3,6
O=c1c2ccccc2nnn1Cc1ccccn1,1.1,1,1,-1.6,0,-10,4%,-2,0
CN(c1ccc(C(=O)O)cc1)S(=O)(=O)c1ccc(Cl)cc1,1.1,1,0.9,0.7,9,6,7%,-2,-8
CC(=O)OCP(C)(=O)COC(C)=O,1.1,1,0.9,-0.7,-15,8,9%,0,-7
COc1ccc(CCN(C(=O)c2ccc(F)cc2)C2=CC3CCC(C2)N3C)cc1OC (configuration not stated),1.1,0.99,1,-1.8,0,-6,4%,0,16
CCOC(=O)c1cccc(NC(=O)C2CCCN2S(=O)(=O)c2cccc3cccnc23)c1 (configuration not stated),1.1,1,0.9,-2.8,-6,-14,6%,2,3
CCc1nc2oc3ccccc3c(=O)c2c(=O)n1-c1ccccc1,1.1,1,0.9,-0.1,71*,44,6%,-1,-11
CC(C)n1c(N2CCN(C(=O)c3cccs3)CC2)nc2ccccc21,1.1,1,1.1,-0.2,-16,-1,3%,4,-1
Cc1cccc(N2CCN(C(=O)Cc3c(C(=O)O)[nH]c4ccc(Cl)cc34)CC2)c1C,0.81,1,0.9,-2.6,3,1,11%,4,-4
Cc1noc(C)c1S(=O)(=O)N1CCN(Cc2ccc3c(c2)OCO3)CC1,1,0.99,0.9,1.2,5,-9,3%,2,3
CCc1nnc2n1N=C(c1ccc(-c3cc(Cl)ccc3Cl)o1)CS2,1,1.2,1,2.6,-16,-17,2%,-3,-8
O=C(NCC(=O)N(CC1CCCO1)C(C(=O)NC1CCCCC1)c1ccc(F)cc1)c1ccco1 (configuration not stated),1.1,0.98,1,1.8,0,-12,7%,-2,-3
CCOC(=O)CC(=O)CSc1nc(-c2cccnc2)ccc1C#N,2.1*,1,0.9,-1.6,27,22,2%[fluoresces],-33,5
COc1cccc(NC(=O)c2ncn[nH]2)c1,1.1,1,0.9,0.0,20,-2,5%,-1,-4
# The listing continues:
SMILES,Autofluor 339,Abs 340nm,TNAP act DEA,HTR1A agonist,SF-1 act,RORa activator,NADH coupling,MMP-13 inhibitor,5-HT1A blocker
Cc1cccc2cc(CN(Cc3cccs3)C(c3nnnn3C3CCCC3)C(C)C)c(=O)[nH]c12 (configuration not stated),1.1,1,1,1.7,16,4,2%,7,41
CCN(CC)C(=O)C1CCC(C)(C(=O)O)C1(C)C (configuration not stated),1,0.98,1,-1.1,23,7,8%,2,1
c1ccc2c(c1)CCN(c1nc3cc4c(cc3s1)OCO4)C2,1.3,0.99,0.9,-1.3,21,-1,7%,0,-4
O=C(NCC1CCCO1)c1csc2c1CCCC2 (configuration not stated),1.1,1,1.1,0.8,-11,6,5%,1,0
COC(=O)COc1ccc(S(=O)(=O)NCc2ccco2)cc1Cl,1.1,1,0.9,-1.0,-5,8,5%,-1,-8
CCOC(=O)c1sc(=S)n(-c2cc(OC)ccc2OC)c1N,1.1,1.1,0.9,-5.7,7,-10,6%,6,6
CN(C)C(=O)N1CCN(C(=O)N(C)C)CC1,1.1,1,1,-2.9,1,-21,8%,2,-9
O=C(CSc1ncnc2c1oc1ccccc12)c1cccs1,1.1,1.1,0.9,1.7,71*,40,4%,3,-4
COc1ccc(N(CC(=O)NCc2cccnc2)S(=O)(=O)c2c(C)nn(C)c2C)cc1,1,1,0.9,1.3,-6,14,7%,5,-13
Cc1nnc2sc(-c3ccccn3)nn12,1.1,1,1,1.9,5,7,2%,2,9
Cc1ccc2nsnc2c1N(S(C)(=O)=O)S(C)(=O)=O,1.2,1.1,1,-1.0,0,18,1%,2,12
CCOC(=O)C(C(=O)OCC)N(C#N)c1nc(SC)nc(N(C)C)n1,1.1,1.1,1,5.1,12,-5,11%,1,x
Cn1c(=O)c2c(nc(SCC(=O)N3CCc4ccccc4C3)n2C)n(C)c1=O,1.1,0.98,0.9,-0.2,-14,-11,9%,6,2
Cc1nn(Cc2ccc(C(=O)Nc3nccs3)cc2)c(C)c1Cl,1,1,0.9,-5.9,34,19,5%,4,2
O=C(C1COc2ccccc2O1)N1CCN(c2ccccc2F)CC1 (configuration not stated),1.1,1,0.9,-4.7,-8,1,1%,2,3
Nn1c(SCC(=O)Nc2ccc(S(=O)(=O)N3CCCC3)cc2)nnc1C(F)(F)F,1,1,0.7,-3.3,7,-12,2%,0,-10
Cc1cccc(N2CCN(S(=O)(=O)c3cnc[nH]3)CC2)c1C,1.1,1,1,-2.3,6,-18,5%,7,-8
Brc1cccc(-c2nnc(SCc3nc4ccccc4[nH]3)o2)c1,1.1,1,1,-1.2,-9,2,4%,-4,8
COc1ccc(-c2cc(C(=O)N3CCc4ccccc4C3)no2)cc1OC,1.1,1,0.9,-1.8,16,7,7%,-2,6
COc1cc(-c2nnc(-c3ccco3)o2)ccc1OCc1ccccc1,3.6*,1.1,0.8,3.0,48,34,11%[fluoresces],-161[fluorescence artefact?],-1
Fc1ccc(-n2c(-c3ccco3)nc3nc4ccccc4nc32)cc1,5.1*,1.1,1,2.8,-4,0,8%[fluoresces],-462[fluorescence artefact?],1
CCCCCn1c(CN2CCN(Cc3ccccc3)CC2)nc2c1c(=O)[nH]c(=O)n2C,1.1,1,1,-2.5,-7,-6,4%,-4,-17
O=c1c(-c2nc3ccccc3o2)c2oc3ccccc3n2c2ccccc12,5*,1.1,0.9,-2.2,-24,-24,4%[fluoresces],-17,-18
CCOC(=O)N1CCC(NC(=O)CSc2cc(=O)n(C)c3ccccc23)CC1,1.7,1.1,0.9,-3.0,-27,-3,38%,-5,-22
CCOC(=O)c1sc(NC(=O)c2noc3c2CCCC3)c(C(=O)OCC)c1C,2.1*,0.98,0.8,-3.1,18,-4,3%[fluoresces],-2,7

# Reformatted: results already given
SMILES | Autofluor 339 | Abs 340nm | TNAP act DEA | HTR1A agonist | SF-1 act | RORa activator | NADH coupling | MMP-13 inhibitor | 5-HT1A blocker
Cc1cccc2cc(CN(Cc3cccs3)C(c3nnnn3C3CCCC3)C(C)C)c(=O)[nH]c12 (configuration not stated) | 1.1 | 1 | 1 | 1.7 | 16 | 4 | 2% | 7 | 41
CCN(CC)C(=O)C1CCC(C)(C(=O)O)C1(C)C (configuration not stated) | 1 | 0.98 | 1 | -1.1 | 23 | 7 | 8% | 2 | 1
c1ccc2c(c1)CCN(c1nc3cc4c(cc3s1)OCO4)C2 | 1.3 | 0.99 | 0.9 | -1.3 | 21 | -1 | 7% | 0 | -4
O=C(NCC1CCCO1)c1csc2c1CCCC2 (configuration not stated) | 1.1 | 1 | 1.1 | 0.8 | -11 | 6 | 5% | 1 | 0

# (listing goes on)
SMILES,Autofluor 339,Abs 340nm,TNAP act DEA,HTR1A agonist,SF-1 act,RORa activator,NADH coupling,MMP-13 inhibitor,5-HT1A blocker
Cc1ccc(S(=O)(=O)NC(=NC(C)C(=O)O)c2ccccc2)cc1 (configuration not stated),0.9,1,0.9,-4.2,-1,-2,2%,0,2
O=C(c1cc2ccccc2oc1=O)N1CCN(c2ccccn2)CC1,1,1.1,0.9,-0.5,-4,-9,4%,5,-6
CCCCOC(=O)c1ccc(NC(=O)C(CCS(C)(=O)=O)NC(C)=O)cc1 (configuration not stated),0.96,1,1,-5.7,10,-15,8%,-1,1
CCC(C)NC(=O)CN1C(=O)CC(C)(C)S(=O)(=O)c2ccccc21 (configuration not stated),1.1,1,1,-0.1,-8,-16,3%,0,8
CCOC(=O)C(CC)Sc1ncnc2nc[nH]c12 (configuration not stated),0.98,1,0.8,0.3,9,2,3%,3,7
Cc1ccc(C(=O)NC2CCS(=O)(=O)C2)cc1S(=O)(=O)N1CCOCC1 (configuration not stated),1.1,1,0.9,-2.9,-16,-8,0%,3,-4
CCOC(=O)c1c(C)n(C)c2ccc(O)c(CN3CCN(C)CC3)c12,1.1,1,0.9,-3.7,-14,-8,4%,4,-7
CC1CCCN(S(=O)(=O)c2ccc(NC(=O)CN3CCN(C)CC3)cc2)C1 (configuration not stated),1.1,1,0.9,1.0,-5,-10,4%,2,-16
CCCc1nc2n[nH]c(N)c2c2c1CCC2,1.1,1.1,1,-1.3,-10,2,3%,3,1
COc1ccc(-c2nnc(SC(=O)N3c4ccccc4Sc4ccccc43)o2)cc1,1.1,1.1,1,-3.4,-12,15,1%,-9,10
O=C(Nc1nccs1)c1ccc(COc2ccc(F)cc2)o1,1.1,1.1,0.9,-0.3,64*,8,0%,1,-1
COc1ccc(-c2nnc(-c3ccc(Br)o3)o2)cc1OC,1.7,1.1,0.7,-0.5,6,-4,6%,-19,-10
CCCc1cc(=O)n2[nH]cnc2n1,1,0.98,0.8,-2.5,-12,-24,10%,-3,-8

# Single records, as listed above. Order of screens: Autofluor 339 | Abs 340nm | TNAP act DEA | HTR1A agonist | SF-1 act | RORa activator | NADH coupling | MMP-13 inhibitor | 5-HT1A blocker
# `CCCc1cc(=O)n2[nH]cnc2n1` reads 1 | 0.98 | 0.8 | -2.5 | -12 | -24 | 10% | -3 | -8
# `CCCCOC(=O)c1ccc(NC(=O)C(CCS(C)(=O)=O)NC(C)=O)cc1` (configuration not stated) reads 0.96 | 1 | 1 | -5.7 | 10 | -15 | 8% | -1 | 1
